# Eya2 phos inh = inhibitors of human Eya2 phosphatase activity; AID 488837; actives 0.006% (n = 330,000); recombinant Eya2, OMFP fluorescence dephosphorylation (OMFP is methylfluorescein phosphate); Potency, µM (top dose mostly 76.9 µM), inactives show top-dose activity, negative = inhibition, most hits filed as inhibitors; O00167; note: potency is the fitted concentration of half-maximal effect; % is set by controls: 0 for no effect and ±100 for the full control effect
#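 Eya2 (0.2 uM) preincubated 10 min at ambient with compound, then OMFP substrate added at 50 uM; 10 min reaction in 50 mM HEPES pH 7.5, 50 mM NaCl, 5 uM MgCl2, 0.05% BSA, 1 mM DTT. Fluorescence read at Ex 485/Em 525 nm.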
# USP2a block = USP2a (human) protease inhibition; O75604; USP2 core, Ub-CHOP2 coupled fluorogenic reporter, 485/531; Potency, µM (titrated, usually from 38.3 µM), without a hit: at the highest dose activity change, negative = inhibition, hits mostly inhibitors; actives 0.01% (n = 330,000); AID 463254;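 note: potency is the fitted concentration of half-maximal effect; plate controls were DMSO wells for no effect and full inhibition by NEM control for full effect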
#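 Deubiquitinase activity read as fluorescence (485/531 nm) after Ub-CHOP2 cleavage activates the enterokinase reporter on its substrate; USP2 core 10nM, Ub-CHOP2 and substrate 25nM each, 30min compound preincubation then 60min RT; data normalized to NEM, curves fitted.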
# TSHR antagonist = blocks TSH signaling through the human TSH receptor | actives 0.2% (n = 330,000) | AID 504810 | activity change, negative = inhibition, % at 11.5 µM | TSHR-expressing cells, TSH-stimulated cAMP HTRF, 2 h; hits give low values;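 active = activity change below a set negative limit, meaning inhibition stronger than a set level, cut at about -70% in these data; inconclusive = activity change between two set negative limits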; note: % is set by controls: 0 for no effect and ±100 for the full control effect
#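 Antagonism was scored as loss of TSH-driven cAMP in TSHR cells, stimulated with 4nM TSH (EC80) for 2 hours at 37 deg C and detected by homogeneous HTRF competition immunoassay.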
# A-T KAP1 phos = potential ataxia-telangiectasia treatments restoring KAP-1 phosphorylation | Potency, µM (highest dose often 57.5 µM), inactives show top-dose activation, actives largely listed as activators | […] A-T fibroblasts, KAP-1 phosphorylation AlphaLISA; neocarzinostatin DNA damage 30 min before lysis | actives 0.19% (n = 320,000); note: potency is the fitted concentration of half-maximal effect; % of control where 0% means no effect; nearly all actives have a fitted effect of over 45% in size
#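 ATM-like activity read as KAP-1 phosphorylation via AlphaLISA donor/acceptor antibody pairs after lysis and 6 hr at 25C. Cells were ATM-null patient fibroblasts ([…], hTERT), dosed 60 min, then exposed to the DSB inducer NCS for 30 min.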
# hERG WT inh = KCNH2 (human, wildtype) channel inhibition; activity change, % at 1.84 µM; U2OS, BacMam KCNH2, thallium flux FluxOr; hits give low values; Q12809; actives 0.37% (n = 340,000);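 active = maximum activity change below -70%; inconclusive = maximum activity change between -70% and -50%; inactive = maximum activity change above -50%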; note: % is set by controls: 0 for no effect and ±100 for the full control effect
#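 U2OS cells transduced with wild-type KCNH2 virus are loaded with FluxOr dye for 45 min, and thallium flux is measured in kinetic reads before and after stimulation buffer. Rate constants are normalized to DMSO controls.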
# ELG1 repair inh = blocks ELG1-dependent DNA repair in HEK293T cells. actives 2.3% (n = 330,000). HEK293T ELG1-luciferase reporter, luminescence, 16 h; DNA damage induced by 5-fluorouridine. AID 504467. Potency, µM (series often up to 46.1 µM), without a hit: top-dose activity change, negative = inhibition, actives largely listed as inhibitors; note: potency is the fitted concentration of half-maximal effect; % is set by controls: 0 for no effect and ±100 for the full control effect; nearly all actives have a fitted effect of over 55% in size
#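 HEK293T cells expressing luciferase-tagged ELG1 (2,000/well) received 5-Fluorouridine plus compound or DMSO for 16 hr at 37 °C. Luciferase was read by ONE-Glo luminescence after 30 min at room temperature.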
# TCR act = activates T cell receptor signaling; primary human leukocytes, anti-CD3, IL-2 HTRF, 48 h; Potency, µM (series often up to 9.22 µM), without a hit: at the top dose activation of IL-2 secretion, hits mostly activators; 330,000 tested, under 10 active; note: % of control where 0% means no effect
#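 Primary human leukocytes receive a-CD3 beads and test compound and are incubated 48 hr. Secreted IL-2 is then assayed by HTRF, measuring 665nm acceptor emission after 320nm excitation of the europium donor.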
# Mito fusion yeast = blocks mitochondrial division or promotes mitochondrial fusion; AID 485298; S. cerevisiae fusion-defective mutant growth rescue, CellTiterGlo 48 h; actives 0.23% (n = 320,000); Potency, µM (highest dose often 46.1 µM), without a hit: top-dose growth rescue (activation), hits mostly activators;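 note: potency is the fitted concentration of half-maximal effect; % of control where 0% means no effect; nearly all actives have a fitted effect of over 45% in size; temperature-sensitive fusion mutants such as fzo1-1 at 37 °C on non-fermentable ethanol glycerol medium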
#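 S. cerevisiae fusion-defective temperature-sensitive mutants (e.g. fzo1-1, mgm1-5) grown 48 h at 37C in YPEG (ethanol/glycerol non-fermentable) medium with 23 nl compound per well; growth rescue read as CellTiterGlo luminescence.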
# TRPV1 ag = human TRPV1 agonism; Q8NER1; TRPV1-expressing cells, Fluo-8 calcium influx, agonist mode; activation, % at 8.33 µM; actives 0.19% (n = 320,000); AID 540275; in the data active = activation above about 80%; inconclusive = between about 30% and that limit; note: 0% is about no effect
# Target sequence (Q8NER1 whole entry, looked up): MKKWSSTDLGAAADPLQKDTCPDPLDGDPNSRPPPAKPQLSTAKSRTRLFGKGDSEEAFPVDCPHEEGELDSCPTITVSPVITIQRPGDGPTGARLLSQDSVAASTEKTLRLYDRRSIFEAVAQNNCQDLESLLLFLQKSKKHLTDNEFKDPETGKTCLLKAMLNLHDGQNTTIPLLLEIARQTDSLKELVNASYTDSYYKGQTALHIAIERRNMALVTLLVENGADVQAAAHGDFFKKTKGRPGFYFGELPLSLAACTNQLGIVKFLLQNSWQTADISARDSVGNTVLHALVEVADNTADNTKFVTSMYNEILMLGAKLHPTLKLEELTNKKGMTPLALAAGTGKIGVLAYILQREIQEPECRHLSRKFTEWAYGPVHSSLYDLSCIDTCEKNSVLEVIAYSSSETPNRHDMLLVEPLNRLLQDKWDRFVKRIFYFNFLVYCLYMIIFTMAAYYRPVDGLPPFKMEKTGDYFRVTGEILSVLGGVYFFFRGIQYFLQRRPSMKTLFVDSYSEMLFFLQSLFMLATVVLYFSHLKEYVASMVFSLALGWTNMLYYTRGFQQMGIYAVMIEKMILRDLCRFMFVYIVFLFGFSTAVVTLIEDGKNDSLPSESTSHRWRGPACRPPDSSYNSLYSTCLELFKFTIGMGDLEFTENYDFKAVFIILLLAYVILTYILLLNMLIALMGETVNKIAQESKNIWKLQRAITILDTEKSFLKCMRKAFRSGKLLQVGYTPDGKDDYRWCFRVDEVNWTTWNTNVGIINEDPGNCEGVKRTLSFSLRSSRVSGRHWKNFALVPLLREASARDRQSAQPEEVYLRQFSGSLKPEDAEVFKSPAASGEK
#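 TRPV1-expressing cells were cultured overnight at 35.5C and loaded with Fluo-8 calcium dye for 40 to 90 min at room temperature. After a 10 s baseline, compound was added and calcium influx was read kinetically for 3 min (ex 480/em 520 nm).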
# KCNH2 3.1 inh = KCNH2 3.1 (human) potassium channel inhibition | U2OS KCNH2 3.1, thallium flux FluxOr; hits give low values | activity change, % (tested at about 1.8 µM) | actives 0.95% (n = 340,000);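 active = maximum activity change below -70%; inconclusive = maximum activity change from -70% to -50%; inactive = maximum activity change above -50%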;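 note: thallium influx rate constant from kinetic fluorescence after stimulation buffer; % is set by controls: 0 for no effect and ±100 for the full control effect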
#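 Measured as rate of thallium-driven FluxOr signal in transduced U2OS cells carrying the 3.1 channel, read kinetically for 2 min upon stimulation; values are rate constants scaled to DMSO control wells.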
# An asterisk follows results filed as active; ? = inconclusive; nt = no result given; [ ] = another dose, or the depositor's remark. Unless noted, calls come from the whole dose curve; as a rule, active = well fitted curve in the direction sought with a large enough effect; inconclusive = small, poorly fitted or top-dose-only effect, or another doubt; inactive = no such curve, though single readings can be large; an effect the other way counts as inactive or inconclusive. An excerpt; rates above refer to the full screens.
SMILES,Eya2 phos inh,USP2a block,TSHR antagonist,A-T KAP1 phos,hERG WT inh,ELG1 repair inh,TCR act,Mito fusion yeast,TRPV1 ag,KCNH2 3.1 inh
O=C(COc1ccc(Br)cc1)N1CCC(c2ccccc2)C1 (centres undefined),-12%,-7%,20,14%,9,27%,-6%,2%,-7,11
O=C1NCCCC1C(=O)N/N=C/c1cccc([N+](=O)[O-])c1 (centres undefined),8%,3%,3,-9%,8,-1%,-2%,3%,-2,8
COc1ccccc1N1CCN(C(=O)CN2C(=O)c3cccc4cccc(c34)C2=O)CC1,?,-1%,-8,-1%,4,?,-1%,14%,-9,-9
Cc1nn(C)c(Oc2ccccc2)c1CCNC(=O)CC(C)C,9%,2%,31,3%,-5,0%,5%,-3%,-4,-33
COc1ccccc1NS(=O)(=O)c1cc(NC(=S)NCC2CCCO2)ccc1C (centres undefined),4%,0%,4,-10%,-10,?,2%,5%,11,-24
O=C(c1cccs1)N1CCCC(c2nc3c(nnn3Cc3cccc(Cl)c3)c(=O)[nH]2)C1 (centres undefined),-1%,4%,7,4%,0,-14%,-2%,1%,7,-4
Cc1c(C(c2ccc(N(C)C)cc2)c2c(C)n(C)n(-c3ccccc3)c2=O)c(=O)n(-c2ccccc2)n1C,-7%,-2%,-3,3%,-2,-4%,5%,-7%,3,21
CCOC(=O)N1CCN(C(=O)CCc2ccc(S(=O)(=O)NCCc3ccccc3)cc2)CC1,3%,-4%,10,-5%,11,15µM*,3%,-5%,8,-15
O=C1CCN(Cc2ccccc2)CCN1[C@H](CSc1ccccc1)Cc1ccccc1,-13%,0%,6,6%,14,-4%,1%,-1%,20,-17
c1ccc(Cn2nnnc2C(c2ccccc2)N2CCN(c3nc4ccccc4s3)CC2)cc1 (centres undefined),-2%,0%,4,10%,17,15%,-4%,0%,4,-12
N=c1c(S(=O)(=O)c2ccc(Cl)cc2)cc2c(=O)n3ccccc3nc2n1C1CCCC1,0%,0%,-2,7%,6,-16%,-2%,-1%,5,-9
COc1ccc(-c2csc(Cc3nnc(N4CCOCC4)n3-c3ccccc3)n2)cc1,-9%,2%,-8,-1%,-5,?,-3%,-1%,-2,8
O=C(N1CCOCC1)N1CCN(c2ccccc2F)CC1,7%,3%,6,-4%,2,?,-4%,1%,83*,0
CCOC(=O)c1c(N)sc2c1CCS(=O)(=O)C2,-24%,0%,5,4%,-8,8%,3%,2%,-4,1
CCOC(=O)c1c(-c2ccc(C)o2)csc1NC(=O)CN1CCCCC1,-10%,-1%,-18,20%,-2,-10%,-7%,-4%,?,-3
O=C(CN1C(=O)c2ccccc2S1(=O)=O)NCc1ccccn1,-9%,0%,4,6%,3,11%,-5%,1%,-5,13
CCN(CC(=O)Nc1ccc(NC(C)=O)cc1)C(=O)c1cccc(S(=O)(=O)N2CCCC2)c1,15%,1%,-10,3%,-9,15%,nt,1%,1,0
CON(C)S(=O)(=O)c1cccc(C(=O)Nc2ccc(S(=O)(=O)NC3=NCCCCC3)cc2)c1,-13%,-2%,7,4%,0,?,-2%,-8%,-1,-4
Cc1nc2ccccc2n1CC(=O)OCC(=O)Nc1ccc2c(c1)OCCO2,17%,5%,1,3%,7,0%,-4%,-6%,0,8
CCNc1c([N+](=O)[O-])c(=O)n(CC)c2ccccc12,-7%,2%,-2,5%,2,11%,8%,3%,0,-4
CCOc1ccc(OCc2ccc(C(=O)NCc3cccnc3)o2)cc1,-1%,1%,-6,4%,5,19%,2%,1%,4,-14
CCCC(CCC(=O)Nc1ccn(-c2ccccc2)n1)C(=O)O (centres undefined),6%,2%,?,-16%,1,12%,3%,-3%,4,?
COc1cc(CN2CCN(C(=O)c3cccc4ccccc34)CC2)cc(OC)c1O,0%,0%,0,-6%,-4,-15%,11%,-2%,-2,-4
CC(C(=O)NCc1ccccc1Cl)n1cc([N+](=O)[O-])cn1 (centres undefined),7%,0%,-4,-2%,-2,-1%,15%,-1%,-3,17
CCc1ccc(-c2cn3nc(-c4ccccc4)cnc3n2)cc1,8%,6%,0,1%,3,?,11%,1%,0,5

# (more compounds)
SMILES,Eya2 phos inh,USP2a block,TSHR antagonist,A-T KAP1 phos,hERG WT inh,ELG1 repair inh,TCR act,Mito fusion yeast,TRPV1 ag,KCNH2 3.1 inh
O=C(Nc1ccc(COc2ccccc2)cc1)Oc1ccccc1N1CCOCC1,-6%,2%,5,0%,4,29%,1%,0%,0,9
COc1ccc(S(=O)(=O)Nc2ccc(S(=O)(=O)Nc3ccc(F)cc3)cc2)cc1C,1%,2%,-17,-7%,-6,0%,3%[46.1 µM],0%,-4,5
Cc1ccc(N(CC(=O)NCC2CCCO2)C(=O)CCC(=O)Nc2ccccn2)cc1 (centres undefined),-1%,9%,-6,2%,2,14%,4%,24%,-3,-6
CCSCCC(NC1=CC(=O)CC(C)(C)C1)C(=O)O (centres undefined),4%,2%,12,-2%,-1,?,-17%,1%,0,-15
CN(CC(=O)Nc1ccccc1Oc1ccccc1)Cc1ccccc1F,-5%,-1%,-6,4%,4,-1%,-9%[46.1 µM],15%,?,-8
COc1ccc2c3c(cccc13)OC2=O,6%,3%,-4,6%,-2,8%,-2%,-3%,1,7
Cn1ccnc1COc1ccc(/C=N/O)cc1,-7%,-2%,4,-5%,1,9%,-58%,1%,-1,-30
COc1cccc(NC(=O)CN2C(=O)NC3(CCc4ccccc43)C2=O)c1 (centres undefined),1%,3%,8,-4%,4,1%,-3%,-2%,-1,4
COCC(C)n1c(SCC(=O)NNC(=O)c2ccc(F)cc2)nc2ccccc2c1=O (centres undefined),-2%,0%,5,0%,-2,-13%,-2%[46.1 µM],-5%,1,14
COc1ccc(CN2CCN(c3ncccn3)CC2)c(OC)c1,-20%,0%,-4,-1%,2,0%,-1%,6%,-3,-2
C1CN(CCN2CCOCC2)CCN1,-16%,1%,8,5%,11,15%,nt,3%,-1,7
CCOC(=O)c1cnc2c(C)c(Cl)ccc2c1NCCCN1CCOCC1,-4%,0%,-3,-36%[inhibitor],0,-1%,-3%,-18%,26,24
CCOC(=O)C1=C(C)Nc2nc(SCC)nn2C1c1ccc(OC)cc1 (centres undefined),2%,0%,11,5%,3,?,-17%,-1%,1,3
COC(=O)C1=CN(Cc2ccccc2)C=C(C(=O)OC)C1c1ccc(OC)c(OC)c1,7%,-1%,4,-7%,9,0%,-3%,1%,?,31
CC1CCCCN1CCCNC(=O)c1ccc(Br)cc1 (centres undefined),?,1%,-4,-2%,52,23%,4%,-2%,1,-5
O=C(Nc1nc2c(F)cc(F)cc2s1)C1COc2ccccc2O1 (centres undefined),7%,0%,-6,5%,1,?,-2%,11%,6,8
COc1ccccc1NC(=O)CCNS(=O)(=O)c1ccc2c(c1)CCN2C(C)=O,4%,3%,-5,5%,-3,-2%,4%,-3%,-1,-4
CCC1CCCCN1CC(=O)Nc1ccc2c(c1)OCCO2 (centres undefined),-6%,3%,-1,2%,-15,?,5%,-3%,4,-13
CCN(CC)CCn1c(=N)n(CC(O)c2ccco2)c2ccccc21 (centres undefined),0%,3%,-22,6%,-20,?,1%[46.1 µM],nt,-5,-49
O=C(c1ccc2c(=O)n(Cc3ccc4c(c3)OCO4)c(=S)[nH]c2c1)N1CCCCC1,3%,1%,-43,8%,-14,-4%,nt,-1%,-2,-10
O=C(NC1CCCC1)C1CC(=O)N(c2ccccc2)C1 (centres undefined),1%,0%,13,-8%,4,20%,1%,2%,-1,2
O=C(O)COc1ccccc1C=NNC(=O)c1ccccc1NS(=O)(=O)c1cccs1,5%,1%,1,3%,3,12%,5%,nt,nt,7
COc1ccc(CCN(C)C(=O)c2cncc(Br)c2)cc1OC,-2%,1%,25,-1%,-8,0%,1%,-2%,2,-11
Cc1cc(C)c(NC(=O)c2ccc(CN3CCc4ccccc4C3)cc2)c(C)c1,-30%,0%,-14,0%,3,?,12%,4%,3,10
Cc1oc(-c2ccccc2F)nc1CSCC(=O)NCc1ccc2c(c1)OCO2,-13%,-1%,1,9%,-4,-22%,3%,11%,-1,-7
Cc1ccc(S(=O)(=O)c2cc3c(=O)n4ccccc4nc3n(C)c2=N)cc1C,3%,1%,4,4%,5,4%,-2%,6%,0,-3
O=C(CN1CCN(Cc2ccccc2)CC1)NC(c1ccccc1)c1ccccc1,-10%,-6%,2,-36%,8,-26%,2%,34%,14,?
CCCn1c(N)c(N(CCOC)C(=O)c2ccccc2)c(=O)[nH]c1=O,1%,-7%,8,1%,-5,8%,-1%,-6%,3,1

# Assay outcomes: PubChem BioAssay, National Center for Advancing Translational Sciences (NCATS)
